# High-throughput results from PubChem BioAssay.
# TAG inh: triacylglycerol accumulation inhibition; inhibition, % at 12.5 µM; 230,000 compounds, 0.66% hits; H9c2 cells, Nile Red lipid (TAG) fluorescence; cells loaded with 200 µM oleic acid;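 active = pattern-corrected inhibition of lipid staining of at least 50% with the nuclear-stain viability signal not falling by more than 50%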;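 also: 0% = DMSO wells and 100% = triacsin C control wells; some results filed as inactive read as strong as hits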
# TAG inh DAPI viability: further read-out of TAG inh, marked with its call; DAPI nuclei signal change (viability), lower = more cytotoxic, %;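 whole-well DAPI fluorescence read on a plate reader as a viability signal; minus 50 percent equals half of cells still viable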
# * = called active by the depositor. Not all compounds are listed; count on the stated rates, not on these rows.
mol	TAG inh	TAG inh DAPI viability
Cc1cc(C)n2nc(C(=O)OCC(=O)Nc3ccc(C)c(S(=O)(=O)N(C)C)c3)nc2n1	1	-3
Cc1ncc([N+](=O)[O-])n1CCOC(=O)c1ccc(Br)cc1	-6	0
CN(C)C(=O)Nc1ccc(Cl)c(Cl)c1	6	-3
COc1cccc(CN(C)C[C@@H]2OCc3cnnn3CCCC(=O)N([C@@H](C)CO)C[C@H]2C)c1	2	-11
CCN(c1ccccc1)S(=O)(=O)c1ccc(OC)c(NC(=O)Cc2ccc(F)cc2)c1	-11	-6
CCCCN(CCCC)C(=O)c1ccccc1NC(=O)CN1C(=O)c2ccccc2C1=O	3	-8
COc1ccc(NC(=O)c2ccccc2SCc2ccccc2)cc1	5	-3
CCn1c(C)nc2cc(C(=O)N/N=C/c3ccccc3)ccc21	-9	-2
CC1CCCN(C(=O)CCS(=O)(=O)c2ccc3c(c2)n(C)c(=O)c(=O)n3C)C1 (stereo not given)	1	-9
O=C(CCSc1ccc(Cl)cc1)NC1CCCC1	2	-5
CCOc1ccc2ccccc2c1/C=N/NC(=O)c1c(C)cc(C)[nH]c1=O	-15	-5
CCC(=O)N(CCc1ccc(S(N)(=O)=O)cc1)C1CC(=O)N(c2ccc(OC)cc2)C1=O (stereo not given)	-10	7
O/N=C\c1cccn1-c1nccs1	-6	7
c1ccc(N2CCN(c3cccc(-c4cc5ccccc5s4)n3)CC2)nc1	2	-1
CCOc1cc(N2CCOCC2)c(OCC)cc1NC(=O)Cc1ccccc1	-4	5

# Single records (already shown). Order of values: TAG inh	TAG inh DAPI viability
# CC1CCCN(C(=O)CCS(=O)(=O)c2ccc3c(c2)n(C)c(=O)c(=O)n3C)C1 (stereo not given) across the screens: 1	-9
# CCC(=O)N(CCc1ccc(S(N)(=O)=O)cc1)C1CC(=O)N(c2ccc(OC)cc2)C1=O (stereo not given) across the screens: -10	7
# CCn1c(C)nc2cc(C(=O)N/N=C/c3ccccc3)ccc21 across the screens: -9	-2
# Cc1cc(C)n2nc(C(=O)OCC(=O)Nc3ccc(C)c(S(=O)(=O)N(C)C)c3)nc2n1 across the screens: 1	-3
# CCN(c1ccccc1)S(=O)(=O)c1ccc(OC)c(NC(=O)Cc2ccc(F)cc2)c1 across the screens: -11	-6

# New compounds follow.
mol	TAG inh	TAG inh DAPI viability
O=C(NCc1ccco1)C1CCCN1C(=O)Nc1cccc(Cl)c1 (stereo not given)	-4	11
O=C(Nc1ccc2c(c1)[C@H]1C[C@@H](CC(=O)N3CCOCC3)O[C@@H](CO)[C@H]1O2)C1CCOCC1	2	-3
CC1Cc2nc(SCC(=O)NCc3ccco3)n(-c3ccccc3)c(=O)c2S1 (stereo not given)	-3	6
Cc1cc2sc(C(=O)O)c(C)c2s1	-3	10
c1ccc2[nH]c(SCC3CCCCO3)nc2c1 (stereo not given)	-19	3
C[C@@H]1COC(=O)[C@H](Cc2ccc(F)cc2)C/C=C\C[C@@H](CC(=O)NCCO)C(=O)N1	13	-4
Cc1c(C(N)=O)cc([N+](=O)[O-])cc1[N+](=O)[O-]	-3	3
CC(NC(=O)NC(=O)c1ccc(F)cc1)C1CC1 (stereo not given)	-5	-2
CC(NC(=O)N(Cc1ccccc1)Cc1ccc2c(c1)OCO2)(C(F)(F)F)C(F)(F)F	22	-10
Cc1csc(SCC(=O)Nc2sccc2C#N)n1	8	-10
O=C1c2ccccc2C(Nc2ccc(F)c(Cl)c2)N1c1ccccn1 (stereo not given)	2	0
CCn1nc(C)c(CN2CCc3c([nH]c4ccccc34)C2c2ccc(F)c(OC)c2)c1C (stereo not given)	3	8
Cc1cc(C)nc(SCC(=O)Nc2ccc(N3CCOCC3)c(Cl)c2)n1	-52	1
CCOC(=O)N1CCC(c2cc(=O)n3[nH]c(-c4ccccc4)cc3n2)CC1	-2	11
CC(=O)C(Cc1cccc(F)c1)(Cc1cccc(F)c1)C(C)=O	1	-3
Cc1cc(C)n(C(=O)CNC(=O)C(c2ccccc2)c2ccccc2)n1	-3	9
C#CCOCCOCCOCCNc1nc(N2CCN(C(=O)[C@H]([C@@H](C)CC)n3cc(CCCN=C(N)N)nn3)CC2)nc(N2CCN(C(=O)[C@H]([C@@H](C)CC)n3cc(CCC(=O)O)nn3)CC2)n1	3	3
COc1ccccc1CCCNC(=O)C1CCC(=O)N(CCN2CCOCC2)C1 (stereo not given)	-6	8
Cc1ccccc1OCC(=O)Nc1ccc2[nH]ncc2c1	1	-5
CC(NC(=O)c1ccccc1Cl)c1ccc(-n2ccnc2)cc1 (stereo not given)	6	-8
CC1=Nc2ccccc2/C1=C/c1c(N)n2c(S(=O)(=O)CC(C)C)nsc2nc1=O	-17	-1
CC1(C)CC(NS(=O)(=O)c2ccccc2)CC(C)(C)N1	25	-5
COC(=O)c1scc(S(C)(=O)=O)c1-n1cccc1	60	-52
Cc1nn(-c2ccccc2)c(C)c1N	-14	-8
COc1ccccc1CNC(=O)C1CCCN(S(=O)(=O)c2cnc[nH]2)C1 (stereo not given)	4	-1
COc1ccc(C(C)(NC(C)=O)c2nc(-c3cccnc3)cs2)cc1 (stereo not given)	8	-13
CC(C)CCN(C)C1CCN(S(=O)(=O)c2ccc(F)cc2)CC1	-12	-2
Cn1nnnc1SCC(=O)Nc1cccc(S(=O)(=O)N2CCCC2)c1	-3	10
C=CCN1C(=O)N(c2ccccc2)C(=O)C1CC(=O)Nc1ccc(OC)cc1 (stereo not given)	7	-3
CCOC(=O)C1=C(C)N2C(=C(C#N)[C@@H]1c1ccc(C(=O)OC)cc1)SC[C@@]2(O)C(C)(C)C	19	-1
COC(=O)C1C2C=CC3(CN(C4CCCC4)C(=O)C13)O2 (stereo not given)	19	-10
O=C(COC(=O)c1ccc(S(=O)(=O)N2CCc3ccccc3C2)cc1)NC(=O)NCc1ccco1	-8	-2
CC1CCCN(C(C(=O)Nc2ccc(C(C)C)cc2)c2ccc3c(c2)OCO3)C1 (stereo not given)	21	-3
COC(=O)c1ccc(Cn2nc(C(F)(F)F)cc2C)cc1	-88	6
CC(=O)Nc1ccc(Nc2ccc([N+](=O)[O-])cn2)cc1	4	-5
CCCN1CCN(CCCNC(=O)c2cc3c(=O)n(C)c4ccccc4c3n2C)CC1	40	0
C=CCNC(=S)NS(=O)(=O)c1cccs1	-10	3
CN1C(=S)N2CCCN2C1c1ccccc1 (stereo not given)	3	-3
Cc1cc(C)cc(C(=O)NCc2ccc3c(c2)OCO3)c1	-15	-2
Cc1ccc(NC(=O)c2cnccn2)c(C)c1	12	-10
COc1ccc(N2Cc3ccccc3C2=NC(=O)c2ccc(C)cc2)cc1OC	6	-4
CCN1CCN(C(=O)C2c3cc(OC)c(OC)cc3C(=O)N3CCc4ccccc4C23)CC1 (stereo not given)	-15	0
CC(=O)Nc1cc(-c2ccc(N3CCN(C)CC3)cc2)cn2c(-c3ccc(S(C)(=O)=O)cc3)cnc12	-5	19
CNCC(=O)N(CC(C)C)c1c(N)n(CC(C)C)c(=O)[nH]c1=O	0	3
CC1CN(C(=O)c2ccc(NS(=O)(=O)c3ccc(C(C)(C)C)cc3)cc2)CC(C)O1 (stereo not given)	0	-4
C/C(=N\Nc1cccc([N+](=O)[O-])c1)c1cc(F)ccc1O	5	0
Cc1ccc(Sc2ncccc2O)cc1	-2	-3
COc1ccc(OCCCC(=O)Nc2cccc(S(=O)(=O)N3CCCCCC3)c2)cc1	-6	-8
O=C(NCc1nnc(SCC(=O)N2CCN(c3ccccc3)CC2)o1)c1c(F)cccc1F	2	-10
C/C(=N/NC(=O)CNC(=O)COc1cccc(C)c1)c1ccco1	2	9
COC(=O)C1CCN(C(=O)c2ccc(OC3CCN(Cc4ccccn4)CC3)cc2)CC1	-2	-4
CCn1c2ccccc2c2nnc(SCC(=O)NC3CCS(=O)(=O)C3)nc21 (stereo not given)	-10	-1
COc1cc(OC)cc(C(=O)O/N=C(\N)c2ccccn2)c1	2	-5
O=C1CC[C@@H](CN(Cc2ccccn2)Cc2nc(-c3ccc(C(F)(F)F)cc3)no2)N1	2	-2
O=C(NCc1cccnc1)c1ccccc1NS(=O)(=O)c1ccc(F)cc1F	13	-5
COc1ccccc1NC(=O)COC(=O)c1cc([N+](=O)[O-])ccc1N1CCCC1	9	-13
Fc1ccccc1CNC(=S)NCc1ccc(Cl)cc1	6	-6
Oc1cccc2cc(-c3ccncc3)cnc12	56*	-34*
Nc1nccnc1C(=O)OCC(=O)NNC(=O)c1ccccc1	-1	3
O=C(Cc1ccc(Cl)c(Cl)c1)N/N=C/c1cccnc1	2	-5

# Continued:
mol	TAG inh	TAG inh DAPI viability
CN1CCN(c2nc3c(c(=O)[nH]c(=O)n3C)n2Cc2ccccc2F)CC1	4	-4
COc1cc(OC)cc(C(=O)Nc2ccc(NC(=O)c3ccco3)c(Cl)c2)c1	9	6
O=C(COC(=O)c1cnccn1)c1ccc([N+](=O)[O-])cc1	10	1
COc1ccc(C(=O)/C=C/Nc2ccc(S(=O)(=O)Nc3nc(C)cc(C)n3)cc2)c(OC)c1	-7	8
Cn1cc(Br)c(C(=O)Nc2sc3c(c2C#N)CCC3)n1	10	-12
Cc1nnc(SCC(=O)N2CC(=O)Nc3ccccc32)s1	-12	3
CCCCn1nc(C(=O)Nc2ccccc2N2CCCC2)c2ccccc2c1=O	9	4
CCC1COCCS(=O)(=O)N1Cc1ccc(F)cc1 (stereo not given)	19	-23
CN(C)c1oc(-c2ccccc2[N+](=O)[O-])nc1C#N	2	-10
COc1ccc(C(C)NC(=S)NCc2ccc(F)cc2)cc1OC (stereo not given)	5	7
CSc1nc2ccc(NS(=O)(=O)c3ccc(CNC(C)=O)cc3)cc2s1	10	0
COc1cccc(N2CCN(C(=O)CN(C)S(=O)(=O)c3ccc4c(c3)CCC(=O)N4)CC2)c1	1	4
Cc1[nH]c2ccccc2c1C(=O)CSc1ccc(Cl)cc1	-37	6
O=C(Cc1cc(=O)[nH]c(=O)[nH]1)N1CCN(C(=O)c2ccco2)CC1	-4	0
Cc1cccc(CC(=O)Nc2ccc(C(=O)N3CCOCC3)cc2)c1	-5	-1
CC(Oc1ccc(Cl)cc1)c1ccnn1S(C)(=O)=O (stereo not given)	-1	-8
Nc1c(C(=O)CSc2n[nH]c(-c3ccccc3Br)n2)c(=O)[nH]c(=O)n1C1CC1	-3	-5
CCn1c2ccccc2c2cc(NC(=O)C(=O)N3CCOCC3)ccc21	14	-2
CCS(=O)(=O)n1nc(-c2ccco2)nc1SC	17	-21
Cc1[nH]nc(Nc2ccc(Br)cc2)c1[N+](=O)[O-]	-11	1
CCCCCCn1ccc(=N)cc1	-46	-11
Cc1ccc(S(=O)(=O)N2CCN(Cc3cc(C(C)(C)C)ccc3O)CC2)cc1	-16	-2
CCOC(=O)CP(=O)(c1ccccc1)c1ccccc1	-5	8
COc1cccc(NS(=O)(=O)c2cn(C)c(=O)n(C)c2=O)c1	-13	0
CCOC(=O)c1sc(C)c(C(=O)NCC(C)(C)CN(C)C)c1N	10	-8
O=P(O)(O)c1ccccc1OCCOCCOCCOCCOc1ccccc1P(=O)(O)O	7	-1
O=C(O)c1c2c(nc3ccc(S(=O)(=O)N4CCC(C(=O)NC5CCCCCC5)CC4)cc13)CCCC2	-1	10
CC(=O)Nc1cc(NC(C)=O)cc(C(=O)OCC(=O)Nc2ccc(S(=O)(=O)NC3=NCCCCC3)cc2)c1	-8	-1
Cc1ccccc1NC(=O)c1cn2c(nc3ccccc32)c(C#N)c1C	4	14
Cc1cc(C)c(S(=O)(=O)N2CCN(C(=O)c3ccc(-n4cncn4)c([N+](=O)[O-])c3)CC2)c(C)c1	1	-2
CNC(=S)SCCOc1ccccc1	-1	9
COc1cccc(C(=O)Nc2cccc(-c3ccccc3)c2)c1	-13	-5
O=C(CCS(=O)(=O)c1ccccc1Cl)NC1CCCCCC1	-15	0
O=C(NCc1ccccc1)c1cccnc1	-1	5
O=C(COC(=O)c1cc(Cl)nc(Cl)c1)Nc1ccc(Cl)c(S(=O)(=O)N2CCOCC2)c1	0	1
COC(=O)c1cc(=O)n(Cc2ccc3c(c2)OCO3)c(=Nc2ccc(F)c(Cl)c2)s1	20	-39
O=C(NCCN1CCOCC1)c1cccc(S(=O)(=O)N2CCCCCC2)c1	-2	13
CC1CCN(CC(C)OC(=O)c2ccc3c(c2)OCCO3)CC1 (stereo not given)	5	-6
O=C1CCCN1CCC1CCCCN1Cc1nc(-c2cnccn2)no1 (stereo not given)	-5	-2
CCCN(C(=O)COC(=O)CSc1ccc([N+](=O)[O-])cc1)C1CCS(=O)(=O)C1 (stereo not given)	4	-4
C/C(=N/NC(=O)CN1CCN(S(=O)(=O)c2ccc(Br)cc2)CC1)c1ccco1	21	-5
CCCCNC(=O)c1ccc2nc(CC)c(N(CC)CCN(C)C)n2c1	18	-18
COc1cc(CN2C[C@@H](CO)O[C@@H](n3cnc4c(N5CCCC5)ncnc43)C2)cc(OC)c1OC	7	-6
O=S(=O)(NCCCN1CCOCC1)c1ccc(Cl)s1	2	5
Cc1nc2ccccc2n1CC(=O)OCC(=O)Nc1ccc2c(c1)OCCO2	-2	-15
Cc1c(C)c(C)c(S(=O)(=O)NCCC(=O)N2CCN(Cc3ccc(C#N)cc3)CC2)c(C)c1C	-8	5
COc1ccc(-c2cn3c(C)c(C(=O)NC(C)(C)C)sc3n2)cc1	6	2
CCOC(=O)c1ccc(NC(=O)Nc2c(C)n(C)n(-c3ccccc3)c2=O)cc1	-18	-7
COc1cccc(C2CC(c3ccccc3)n3ncnc3N2)c1 (stereo not given)	-11	4
Cc1ccc(C(C)C)cc1OCC(=O)Nc1ccccc1N1CCCC1	-59	1
